Compound activity (PubChem)
SENP1 FRET inh – inhibitors of human SENP1 SUMO protease catalytic domain. recombinant SENP1 catalytic domain, CyPet-SUMO1-YPet FRET cleavage. AID 624204. 360,000 compounds, 0.21% hits. inhibition, % at 10 µM;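 active = inhibition at least 30% at 10 µM, raw YFP signal under a set limit, fluorescence ratio 0.5 to 1.5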;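 also: 0% = enzyme with DMSO and 100% = no enzyme wells; some results filed as inactive read as strong as hits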
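Test system: human SENP1 catalytic domain; medium: Tris pH 8 buffer plus EDTA, NaCl, BME, BSA, NP40, catalase; incubation: 50 min reaction at room temperature; technique: FRET, CFP and YFP emission; controls: no-enzyme low control and enzyme-plus-DMSO high control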
SENP8 block-1 – blocks the human protease SENP8 | Q96LD8 | purified SENP8, Z-RLRGG-aminoluciferin cleavage, luminescence | inhibition, % at 10 µM | 330,000 compounds, 1.2% hits | AID 2540; in the data active = inhibition above about 50%
NALP3 yeast inh – blocks the NALP3 inflammasome reconstituted in yeast; inhibition, % at 10 µM; Yeast reconstituted NLRP3/ASC/caspase-1, beta-gal luminescence, 24 h; 330,000 compounds, 0.39% hits; AID 2825;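 active = inhibition of 50% or more; inactive = inhibition below 50%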;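 also: plate controls were induced DMSO wells for no effect and uninduced yeast grown without galactose for full effect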
SENP7 block – blocks the human protease SENP7; Q9BQF6; recombinant SENP7, Z-RLRGG-aminoluciferin luminescence, 40 min; inhibition, % at 5 µM; 330,000 compounds, 1.5% hits; AID 434973;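 active = inhibition above about 50% at the single test dose, limit read from the data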;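 also: plate controls were DMSO with enzyme for no effect and no enzyme buffer wells for full effect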
PfG6PD inh – PfG6PD (Plasmodium falciparum) enzyme inhibition; inhibition, % at 20 µM; PfGluPho enzyme, NADPH resazurin-diaphorase fluorescence; 350,000 compounds, 0.78% hits;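 active = inhibition reaching at least a set limit at 20 µM in the primary screen, cut at about 59% in these data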;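 also: 0% = DMSO wells with substrate and 100% = DMSO wells lacking glucose-6-phosphate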
SENP6 block – blocks the human protease SENP6 | Recombinant SENP6 catalytic domain, aminoluciferin luminescence | 330,000 compounds, 1.8% hits | Q9GZR1 | AID 2599 | inhibition, % at 10 µM;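 active = inhibition above about 50% at the single tested dose, limit read from the data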;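 also: plate controls were DMSO wells with enzyme for no effect and DMSO wells lacking enzyme for full effect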
Apaf1 inhib – inhibitors of human Apaf-1 apoptosome. reconstituted apoptosome caspase-3 activity, DEVD-Rh110 fluorescence. 330,000 compounds, 0.71% hits. inhibition, % at 20 µM; active = inhibition of at least 40% at 20 µM;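 also: plate controls were DMSO wells for no effect and DEVD-CHO caspase inhibitor wells for full effect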
Target sequence (O14727 whole entry, looked up): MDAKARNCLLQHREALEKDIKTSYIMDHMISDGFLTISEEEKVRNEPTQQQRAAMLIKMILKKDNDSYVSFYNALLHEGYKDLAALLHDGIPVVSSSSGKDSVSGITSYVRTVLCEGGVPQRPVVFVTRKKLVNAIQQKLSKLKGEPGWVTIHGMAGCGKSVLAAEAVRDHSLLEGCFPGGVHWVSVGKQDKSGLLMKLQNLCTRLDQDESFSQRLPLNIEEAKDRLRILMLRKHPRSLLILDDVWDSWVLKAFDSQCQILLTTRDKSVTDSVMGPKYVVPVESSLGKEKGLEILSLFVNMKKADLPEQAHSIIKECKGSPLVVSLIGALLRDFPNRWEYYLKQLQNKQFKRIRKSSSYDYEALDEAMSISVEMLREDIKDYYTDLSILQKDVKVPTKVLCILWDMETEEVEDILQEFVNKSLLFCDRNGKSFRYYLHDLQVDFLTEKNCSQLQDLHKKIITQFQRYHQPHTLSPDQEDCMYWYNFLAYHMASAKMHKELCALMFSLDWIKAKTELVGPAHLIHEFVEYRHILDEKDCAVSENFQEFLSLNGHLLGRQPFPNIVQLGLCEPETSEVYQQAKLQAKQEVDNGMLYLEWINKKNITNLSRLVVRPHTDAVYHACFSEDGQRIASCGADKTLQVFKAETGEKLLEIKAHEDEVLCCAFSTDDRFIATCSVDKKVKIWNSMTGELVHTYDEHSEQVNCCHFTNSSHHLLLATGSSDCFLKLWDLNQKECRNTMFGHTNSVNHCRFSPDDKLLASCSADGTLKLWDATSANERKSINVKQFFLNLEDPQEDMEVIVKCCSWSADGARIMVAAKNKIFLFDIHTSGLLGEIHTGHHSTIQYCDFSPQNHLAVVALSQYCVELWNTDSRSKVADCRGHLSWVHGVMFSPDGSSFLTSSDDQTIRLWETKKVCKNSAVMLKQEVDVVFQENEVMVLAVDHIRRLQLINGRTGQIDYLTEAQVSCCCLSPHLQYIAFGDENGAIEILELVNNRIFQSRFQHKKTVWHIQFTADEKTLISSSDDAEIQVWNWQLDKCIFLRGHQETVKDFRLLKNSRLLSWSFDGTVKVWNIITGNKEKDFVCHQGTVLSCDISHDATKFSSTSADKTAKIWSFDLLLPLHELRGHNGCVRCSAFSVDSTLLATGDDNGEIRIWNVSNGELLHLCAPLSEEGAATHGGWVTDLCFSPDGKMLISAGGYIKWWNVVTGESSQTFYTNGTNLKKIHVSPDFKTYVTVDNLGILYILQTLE
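System: reconstituted apoptosome with Apaf-1, cytochrome c, caspase-9, procaspase-3, dATP; Signal: Rh110 fluorescence intensity; Schedule: 30 min compound preincubation, 50 min activation, room temperature; Reagent: cytochrome c trigger plus (Z-DEVD)2-Rh110 caspase-3 substrate.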
HKDC1 inh – HKDC1 (human) hexokinase inhibition | Q2TB90 | AID 493160 | recombinant HKDC1, G6PDH/diaphorase resazurin coupled fluorescence | inhibition, % at 20 µM | 340,000 compounds, 0.16% hits;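 active = inhibition above about 35% when tested at 20 µM, limit read from the data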;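 also: plate controls were DMSO wells with enzyme for no effect and DMSO wells lacking enzyme for full effect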
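Material – in-house recombinant HK5 (HKDC1) enzyme · Quantity – HKDC1 at 5 µg/mL · Buffer or medium – pH 8.0 Tris buffer with 10 mM MgCl2 · Reagent – glucose with 1 mM ATP · Dosing – single 20 µM dose · Times – reaction time 90 min, room temperature, protected from light · Technique – resorufin fluorescence at 613 nm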
SENP8 block-2 – inhibitors of human SENP8 protease | AID 602440 | inhibition, % at 20 µM | 360,000 compounds, 0.64% hits | recombinant SENP8, Nedd8 substrate fluorescence; in the data active = inhibition mostly above about 40%, no sharp cut-off; inactive = mostly below about 27%
The depositor's hits bear a star; i = inactive; . = not tested or not shown.

Structure	SENP1 FRET inh	SENP8 block-1	NALP3 yeast inh	SENP7 block	PfG6PD inh	SENP6 block	Apaf1 inhib	HKDC1 inh	SENP8 block-2
CC1CCCN(C(=O)CSc2nnc3n(C4CCCC4)c(=O)c4ccccc4n23)C1 (stereo not drawn)	0	-5	2	0	19	1	-4	9	-18
O=C(COc1ccc(Cl)cc1)NC1=NN(c2ccccc2)C(=O)C1	2	3	28	7	-20	4	13	0	11
COc1ccccc1N1CCN(S(=O)(=O)c2ccc(NC(C)=O)cc2)CC1	2	5	16	3	-6	4	-1	-2	22
CCOC(=O)c1ccc(NC(=S)N2CCN(S(C)(=O)=O)CC2)cc1	2	2	-1	-2	2	-1	16	-10	15
COc1ccc(CCc2nc(-c3ccc(-n4cccc4)cc3)no2)cc1	-1	-5	21	-2	7	3	0	0	2
NC(=O)N=Nc1c(O)[nH]c2ccc([N+](=O)[O-])cc12	1	0	-8	5	-1	-12	-6	5	20
CCOC(=O)c1c(/N=C/C2=C(O)CCCC2=O)sc2c1CCCC2	-33	1	6	2	-8	-6	11	5	-94
Cn1ncc2cc(NC(N)=S)ccc21	-1	-3	1	2	-1	-12	-6	-6	4
Cc1ccc(-n2nc(C(=O)c3ccccc3)n3c(=O)c(Cc4ccccc4)nnc23)cc1	-1	-4	7	7	5	-11	4	0	5
NS(=O)(=O)c1ccc(CCNC/C=C/c2ccccc2)cc1	-3	8	23	9	-9	-15	-6	-8	11
O=C(CSc1nccn1Cc1ccccc1)NCc1ccccc1	0	-4	15	-6	-13	-21	-5	-2	7
COc1ccc(N2CCN(CCCNC(=S)Nc3c(C)cccc3C)CC2)cc1	5	-12	23	-1	14	-5	-1	-4	20
CCn1nnc2cc(C(=O)OCC(=O)N(C)Cc3cccc(F)c3)ccc21	-6	8	1	-8	11	-6	-12	-2	-10
CCOC(=O)c1cc2c(nc1NC(=S)Nc1ccccc1)CC(C)(CC)OC2 (stereo not drawn)	-1	7	-8	11	-9	17	6	4	-99
Cn1c(SCC(=O)NC2(C#N)CCCCC2)nnc1-c1cccnc1	1	-3	8	3	2	5	0	14	12
CCOC(=O)C1C(=O)OC(C)(C)C1C(CC)C(=O)c1ccccc1 (stereo not drawn)	-2	-8	10	-4	12	1	3	16	3
CCOCCCNC(=O)CN(c1cc([N+](=O)[O-])ccc1OC)S(C)(=O)=O	0	-4	4	-4	-7	1	-2	-1	4
CCOC(=O)C1CCN(C(=O)Nc2ccc3nccnc3c2)CC1	-19	2	5	7	0	8	4	1	-479
O=C(Nc1ccc(Cl)cc1F)c1ccc2c(c1)C(=O)N(Cc1ccncc1)C2=O	-2	4	1	4	4	11	9	-2	-2
CCCCCCc1cc2cc(C(=O)Nc3cccc(OC)c3)c(=O)oc2cc1O	-30	-11	6	-4	-2	-13	-3	13	-276
O=c1[nH]c(-c2ccccc2)c(-c2ccccc2)[nH]1	0	-3	-13	5	4	-22	2	-5	-284
Cc1nc2ccccc2c(=O)n1CCc1ccccc1	-20	-11	24	2	0	3	5	-2	17
CCc1nc2ccccc2n1CC(=O)N(C(C)CC)C1CCS(=O)(=O)C1 (stereo not drawn)	-1	-5	0	0	0	-9	2	0	27
CC1=NN(c2ccc(Cl)c(C(=O)O)c2)C(=O)/C1=C/c1ccc(-c2ccccc2[N+](=O)[O-])o1	4	1	23	9	-2	-10	43*	21	29
Fc1ccc(N2CCN(c3ncnc4nc[nH]c34)CC2)cc1	3	27	9	27	-4	39	7	6	11

(list continues)
Structure	SENP1 FRET inh	SENP8 block-1	NALP3 yeast inh	SENP7 block	PfG6PD inh	SENP6 block	Apaf1 inhib	HKDC1 inh	SENP8 block-2
O=C(COc1ncnc2sccc12)Nc1ccc(F)cc1F	-17	4	11	6	0	2	3	10	-17
Cc1sc(NC(=O)c2ccc(OCC(C)C)cc2)c(C(N)=O)c1-c1ccc(Cl)cc1Cl	-12	-16	9	-4	6	-24	8	0	i
CC(CCc1ccccc1)NS(=O)(=O)c1ccccc1F (stereo not drawn)	0	3	27	8	-3	3	23	-4	11
Cc1ccc(S(=O)(=O)NC(=O)c2cccn2C)cc1	2	34	3	13	-28	-6	-4	-7	4
CCN(CC)S(=O)(=O)c1ccc(OC)c(NC(=S)Nc2ccc(C)c(C)c2)c1	0	0	31	2	3	0	9	8	-4
O=C(Cn1ccc([N+](=O)[O-])n1)Nc1nc2ccccc2s1	-2	-11	2	-1	-21	-8	-10	-2	18
CCOC(=O)C1CCCN(C(=O)c2cc(S(=O)(=O)N3CCCCC3)ccc2C)C1 (stereo not drawn)	-1	1	19	-1	-14	-25	-21	-3	12
Oc1ccc(/C=N/n2c(-c3ccccc3)n[nH]c2=S)cc1	0	-10	20	15	36	-34	-1	-4	1
Cc1ccc(C(=O)N2CCCC(C(F)(F)F)C2)cc1S(=O)(=O)N1CCCCC1 (stereo not drawn)	1	-3	16	-4	-2	-19	13	-2	11
NC(Cc1ccc2nsnc2c1)C(=O)O (stereo not drawn)	6	-11	7	-6	-12	-6	3	4	-6
Cc1ccc(N2CCN(CC(O)COc3ccccc3)CC2)cc1 (stereo not drawn)	2	-4	20	1	-6	10	-10	-3	-2
CCn1c(O)c(N=NC(=O)C(O)c2ccccc2)c2ccccc21 (stereo not drawn)	2	-1	0	10	-1	-8	-17	9	19
Cc1cc2cc(CCNC(=O)CCCc3ccccc3)c(=O)[nH]c2cc1C	2	-10	13	9	-5	-8	7	23	-22
COCC(=O)Nc1nc2ccc(C)cc2s1	0	30	5	58*	-8	68*	-3	-2	2
COc1ccccc1C(CNC(=O)c1cccc(S(=O)(=O)Nc2ccc(F)cc2)c1)N1CCCC1 (stereo not drawn)	-26	.	.	.	5	.	.	-6	-4
O=C(CN1CC(=O)Nc2ccccc21)NCCc1ccc(Cl)cc1Cl	-2	-18	-12	-10	13	5	16	-9	-51
S=C(Nc1ccc(Cl)cc1)N1CCN(Cc2ccccc2)CC1	4	-9	27	-8	5	-16	11	-3	9
Cc1csc(NC(=O)c2c(-c3c(Cl)cccc3Cl)noc2C)n1	-5	1	8	4	-8	-26	8	-6	-54
CCCCNS(=O)(=O)c1ccc2nc(-c3cccnc3)cc(C(=O)NCC(OC)OC)c2c1	-1	2	11	-3	-10	-5	-4	-2	12
CCN(CC)C(=O)C(Sc1nnnn1-c1ccc(O)cc1)c1ccccc1 (stereo not drawn)	2	-1	5	6	-9	-15	6	-2	1
Cc1cc(=O)[nH]c2nnc(-c3ccc(Br)cc3)n12	0	-3	0	-1	28	22	6	-1	23
COc1ccccc1/C=C/C=N/NC(=O)Cc1cccs1	3	2	35	9	11	-11	8	-12	-31
CCOC(=O)N1CCC(NC(=O)CCS(=O)(=O)c2ccc3c(c2)CCN3C(=O)CC)CC1	1	4	2	1	-12	-1	-10	4	6
O=C(c1ccccc1)C(O)c1ccccc1 (stereo not drawn)	2	9	-45	0	-17	-4	-41	-2	9
COc1cc2c(cc1OC)C(c1cccc([N+](=O)[O-])c1)N(C(=O)c1ccccc1C(=O)O)CC2 (stereo not drawn)	2	-4	8	-8	-24	-5	-2	9	-30

(more compounds)
Structure	SENP1 FRET inh	SENP8 block-1	NALP3 yeast inh	SENP7 block	PfG6PD inh	SENP6 block	Apaf1 inhib	HKDC1 inh	SENP8 block-2
CCN(CC(=O)Nc1ccc(NC(C)=O)cc1)C(=O)COc1ccc(C(=O)c2ccccc2)cc1	1	4	-5	6	-7	-4	-2	-5	12
Cc1ccc2nc(N3C(=O)C(O)=C(C(=O)c4ccco4)C3c3ccc(O)cc3)sc2c1 (stereo not drawn)	-66	0	4	-2	.	31	16	.	-28
Cc1ccc(C(=O)NC2CCC(C)CC2)o1 (stereo not drawn)	0	11	21	-9	8	-9	2	-4	1
S=C(NCc1ccco1)Nc1ccc(N2CCOCC2)cc1	4	-2	7	3	37	-16	8	-8	-7
O=C(O)CCN1C(=O)/C(=C\c2cccc(OCc3ccccc3)c2)SC1=S	1	96*	-9	37	-18	96*	12	13	12
COc1nc(C)ccc1-c1noc(-c2ccccn2)n1	0	23	16	53*	-14	48	-10	-5	2
Cn1ncn2c(=O)c3c(nc12)-c1ccccc1CC31CCCC1	-1	1	-16	15	7	-5	6	-4	-455
CCCC(O)(c1ccc(OC)cc1)C(CN(C)C)c1ccccc1 (stereo not drawn)	0	0	16	6	-9	-15	-33	-10	11
Cc1sc2ncnc(N3CCC(C(=O)NNC(=O)COc4ccc(Cl)cc4)CC3)c2c1C	1	.	.	.	-9	.	.	4	8
COc1cccc(/C=C2/Sc3ccc(C(=O)NCCN4CCCC4)cc3NC2=O)c1	-5	-6	19	4	-8	-5	24	-3	-84
CCC(C)c1ccc(NC(=S)NCc2ccccc2OC)cc1 (stereo not drawn)	-2	.	.	.	-8	.	.	-3	10
CCOC(=O)c1c(NCC(C)C)c2ccccc2[nH]c1=O	2	0	1	0	-12	-1	0	-1	4
O=C(COC(=O)c1ccncc1)Nc1cc(Cl)ccc1Cl	1	-6	8	-14	-3	-22	12	-5	-10
CC(=O)c1ccc(S(=O)(=O)N2CCN(CC#N)CC2)cc1	0	5	14	6	-5	1	-4	0	4
CN(C)CCNC(=O)c1csc(Nc2cccc3ccccc23)n1	-3	-6	18	-6	10	6	-12	4	-27
C[N+]12CCCCC1C(COC(=O)c1ccc3c(c1)OCO3)CCC2 (stereo not drawn)	3	3	21	-5	-6	4	-11	-6	13
Cc1ccc(O)c(CNc2cccc3cccnc23)c1	-6	84*	12	65*	31	-4	93*	15	-8
COc1ccc(CC(=O)Nc2ccc(/C(C)=N\NC(=O)c3ccc(Br)o3)cc2)cc1	0	10	-1	4	12	5	9	-5	-46
Cc1sc2nc(SCC(=O)c3cc(C)n(CC4CCCO4)c3C)n(C(C)C)c(=O)c2c1C (stereo not drawn)	0	-7	6	-1	8	4	21	4	14
CN1CCC(=C(c2ccccc2)c2ccc(Br)cc2)CC1	-2	-10	34	-10	5	-41	16	2	12
CN(c1ccccc1)S(=O)(=O)c1cccc(NC(=O)CSc2nnc(N)s2)c1	0	-9	-6	-9	17	-14	15	-8	8

Record cards, from the list above.
O=C(CN1CC(=O)Nc2ccccc21)NCCc1ccc(Cl)cc1Cl is listed as SENP1 FRET inh: -2; SENP8 block-1: -18; NALP3 yeast inh: -12; SENP7 block: -10; PfG6PD inh: 13; SENP6 block: 5; Apaf1 inhib: 16; HKDC1 inh: -9; SENP8 block-2: -51
S=C(NCc1ccco1)Nc1ccc(N2CCOCC2)cc1 is listed as SENP1 FRET inh: 4; SENP8 block-1: -2; NALP3 yeast inh: 7; SENP7 block: 3; PfG6PD inh: 37; SENP6 block: -16; Apaf1 inhib: 8; HKDC1 inh: -8; SENP8 block-2: -7
